Efflux pump mplx = inhibitors of Candida antifungal efflux pumps expressed in yeast; S. cerevisiae Candida pump triplex, Nile Red efflux; inhibition, % at 10 µM; AID 485275; hit rate 0.44% among 330,000;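 active = plate passing quality check with inhibition over a set limit, or well fluorescence over plate mean plus 4 SD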;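 also: Nile Red retained in pooled yeast measured as flow cytometry median fluorescence; 0% = buffer negative control and 100% = Enniatin B positive control; higher means more Nile Red kept so more efflux inhibition; some compounds called inactive have numbers as strong as hits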
proCasp3 act = procaspase-3 (human) activation | P42574 | recombinant procaspase-3 D3A, Ac-DEVD-pNA absorbance 405 nm | activation, % at 8.5 µM | hit rate 0.11% among 330,000 | AID 463141;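 active = activation above the mean of all tested compounds plus 3 SD, cut at about 21% in these data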;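 also: 0% = DMSO alone and 100% = DMSO wells spiked with extra 5 µM PC-3 D3A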
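Assay system – Procaspase-3 D3A mutant · Benchmarks – DMSO low control, extra-enzyme high control · Technique – 405 nm absorbance of p-nitroaniline, reads at 0 and 120 min · Doses – 8.5 µM nominal · Measure – % activation between DMSO and enzyme-spiked controls · Also added – Ac-DEVD-pNA chromogenic peptide substrate · Schedule – 1 h compound preincubation, 2 h substrate hydrolysis at 25 °C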
core dimer inh = HCV core protein dimerization inhibition. AID 1899. hit rate 0.33% among 300,000. inhibition, % at 5 µM. TR-FRET GST/Flag-core106 dimerization, 1536-well;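 active = inhibition above the mean of all tested compounds plus 3 SD, set per screening campaign, cut at about 45% in these data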
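System: GST/Flag-tagged HCV core106 proteins. Incubation: compound-protein-antibody incubation 4 h at 22.5 °C. Technique: HTRF with 340 nm excitation, 617/671 nm emission. Medium: KF-containing HEPES buffer, pH 7.45, DTT, CHAPS, BSA. Read-out: inhibition (%) from 671 over 617 nm ratio. Also added: Eu(K)-anti-GST 90 ng/mL plus XL665-anti-Flag 1 µg/mL.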
CTSL1 counter = cathepsin L1 inhibition, PFM18AAP counter-screen; inhibition, % at 5.96 µM; AID 1906; recombinant F. hepatica cathepsin L1, Z-Leu-Arg-MCA fluorescence; hit rate 0.49% among 300,000;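 active = inhibition above the mean of all tested compounds plus 3 SD, set per screening campaign, cut at about 17% in these data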;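 also: 0% = plate median of test compound wells and 100% = 1 µM Z-Phe-Ala-diazomethylketone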
JMJD2C inh = inhibitors of human GASC-1 (JMJD2C) demethylase; Q9H3R0; GST-JMJD2C(1-420) H3K9me3 demethylation, DELFIA europium; inhibition, % at 2.35 µM; hit rate 0.069% among 330,000; AID 2099;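 active = more than half of a compound's replicate wells show inhibition beyond 50%, single wells judged on their own value; inconclusive = some, but no more than half, of replicates pass 50% inhibition; inactive = no replicate passes 50% inhibition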;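 also: signal counts dimethyl H3K9 product captured on neutravidin plate; 0% = median of DMSO wells and 100% = 0.3 times that DMSO median; strong numbers were not always called active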
Target sequence (Q9H3R0 1-420 limits assumed): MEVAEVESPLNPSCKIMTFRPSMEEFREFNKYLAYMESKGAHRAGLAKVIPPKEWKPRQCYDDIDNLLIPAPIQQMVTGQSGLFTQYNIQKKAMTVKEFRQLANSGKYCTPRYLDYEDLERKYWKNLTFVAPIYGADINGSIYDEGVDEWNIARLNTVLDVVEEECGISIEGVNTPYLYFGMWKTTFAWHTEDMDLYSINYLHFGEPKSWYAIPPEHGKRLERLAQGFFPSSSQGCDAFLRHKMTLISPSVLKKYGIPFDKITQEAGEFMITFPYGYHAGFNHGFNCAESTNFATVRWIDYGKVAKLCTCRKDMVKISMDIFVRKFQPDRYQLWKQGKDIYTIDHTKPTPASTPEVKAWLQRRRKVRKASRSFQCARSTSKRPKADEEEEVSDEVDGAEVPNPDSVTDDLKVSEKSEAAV
proCasp7 act = counter-screen: procaspase-7 (human) activation. P55210. recombinant procaspase-7, Ac-DEVD-pNA absorbance 405 nm; D23A/D198A/D206A triple mutant, cannot self-cleave; scale: DMSO 0, 5 µM enzyme 100. activation, % at 8.5 µM. hit rate 0.093% among 330,000. AID 463210;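 active = percent activation above the screen-wide mean plus 3 SD, cut at about 25% in these data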
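buffer or medium = Zinc-free HEPES/NaCl buffer, pH 7.4 | material = Procaspase-7 triple mutant (PC-7 D3A) | input = 2 µM procaspase-7 mutant as dispensed | signal = Epi-absorbance of released pNA at 405 nm, two timepoints | timing = 1 h preincubation, 2 h reaction | replicates = singlicate compound testing | evaluation = % activation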
PP5 inh = blocks human protein phosphatase 5 activity. purified PP5c, OMFP substrate fluorescence. inhibition, % at 6.7 µM. hit rate 0.18% among 320,000. AID 1987;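 active = inhibition above the campaign's mean inhibition across all tested compounds plus 3 SD, cut at about 9.5% in these data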;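 also: 0% = DMSO only and 100% = 100 µM cantharidin control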
Target sequence (P53041 whole entry, looked up): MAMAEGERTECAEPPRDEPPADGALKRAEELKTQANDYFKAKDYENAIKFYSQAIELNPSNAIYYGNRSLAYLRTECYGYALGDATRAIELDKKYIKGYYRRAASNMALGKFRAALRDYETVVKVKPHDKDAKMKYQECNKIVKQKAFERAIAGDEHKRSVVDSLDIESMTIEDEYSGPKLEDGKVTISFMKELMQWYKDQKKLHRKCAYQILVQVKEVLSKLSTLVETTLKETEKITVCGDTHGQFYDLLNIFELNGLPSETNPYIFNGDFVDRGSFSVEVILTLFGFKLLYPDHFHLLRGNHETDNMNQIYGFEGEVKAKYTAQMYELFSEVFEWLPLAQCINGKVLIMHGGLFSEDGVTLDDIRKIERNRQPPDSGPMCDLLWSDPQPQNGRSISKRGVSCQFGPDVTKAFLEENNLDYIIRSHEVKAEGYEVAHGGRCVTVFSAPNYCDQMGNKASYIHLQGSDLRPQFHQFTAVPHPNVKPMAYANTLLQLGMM
TPT1 inhibitor = C. albicans TPT1 enzyme inhibition; inhibition, % at 5 µM; recombinant caTPT1, FP RNA substrate dephosphorylation; hit rate 0.81% among 300,000;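 active = inhibition above the mean of all tested compounds plus 3 SD, set per screening campaign, cut at about 24% in these data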;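 also: plate controls were DMSO alone for no effect and ferristatin control at 100 nM for full effect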
PP1 counter = blocks human PP1-alpha phosphatase, a PP5 counter-screen; purified PP1alpha, OMFP fluorescence; inhibition, % at 6.7 µM; hit rate 0.9% among 320,000; AID 2235;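 active = inhibition above the mean inhibition of all tested compounds plus 3 SD, computed separately for each screening campaign, cut at about 15% in these data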
An asterisk follows results filed as active; ? = inconclusive; nt = not tested or not shown; & = joins results of further samples.

SMILES	Efflux pump mplx	proCasp3 act	core dimer inh	CTSL1 counter	JMJD2C inh	proCasp7 act	PP5 inh	TPT1 inhibitor	PP1 counter
COC(=O)C1=C(CS(=O)(=O)c2ccccc2)NC(=O)NC1c1ccccc1 (stereo unspecified)	0.0	-2	2	-2	-4	-1	-2.0	1	1
S=c1[nH]nc(-c2ccccc2)n1Cc1ccccc1	0.0	-18	2	-1	-4	-11	0.5	-3	-2
O=C1C2ON(c3ccccc3)C(c3ccncc3)C2C(=O)N1c1ccc(N2CCOCC2)cc1 (stereo unspecified)	-0.2	8	-1	1	2	-4	-0.1	-3	-1
CCOc1ccc(C2C(C(=O)c3cccs3)=C(O)C(=O)N2CCCn2ccnc2)cc1 (stereo unspecified)	0.0	-9	-9	2	3	-43	-0.4	-5	0
CCOc1nc(Nc2ccc(Cl)cc2)nc(OCC)n1	0.0	-3	-1	1	3	8	3.2	1	2
O=C(CCN1CCCCO1)N1CCCC(Nc2cccc(F)c2)C1 (stereo unspecified)	0.6	5	-5	-1	11	3	2.7	0	-1
CC(NC(=S)Nc1ccc(F)cc1)c1ccccc1 (stereo unspecified)	0.1	1	12	-5	?	-4	4.3	2	-1
COc1ccc(-c2cc(C(=O)Nc3c(C)n(C)n(-c4ccccc4)c3=O)c3ccccc3n2)cc1OC	-0.1	8	6	1	-13	2	2.8	-1	-1
COc1ccc(C2C3=C(CCCC3=O)Nc3n[nH]c(C)c32)cc1OC (stereo unspecified)	0.2	-4	-5	2	5	2	3.5	-2	0
CCCNC(=O)c1c(N)n(-c2cccc(OC)c2)c2nc3ccccc3nc12	0.4	5	5	5	-3	7	4.1	0	5
CC1=NCCN1S(=O)(=O)c1cc(Cl)ccc1Cl	0.0	2	-9	3	6	8	-1.4	1	4
CC1SCC(=O)N(CC(=O)NC2CCCCC2)C1=O (stereo unspecified)	0.1	-5	-8	-5	11	13	-0.6	0	-4
CC(Oc1ccc(Cl)cc1Cl)c1nc(-c2ccc(NC(=O)c3ccco3)cc2)no1 (stereo unspecified)	-0.1	2	-4	4	-10	2	-1.3	3	0
c1ccc(NC2=NCCN2CCCC2CCCCC2)cc1	-0.1	8	-5	-5	1	2	3.2	1	2
CN1CCc2nc(SCC(=O)Nc3cccc(F)c3)c(C#N)c(-c3cccs3)c2C1	-0.1	0	8	2	3	-10	2.6	-1	10
Cc1nnc(SCC(=O)N2CCCC(C(=O)c3ccc(Cl)cc3)C2)o1 (stereo unspecified)	-0.1	1	4	1	4	8	-1.0	3	-11
O=C(COC(=O)CCNS(=O)(=O)c1ccccc1F)Nc1nnc(-c2ccccc2)o1	0.1	-7	3	-36	0	4	-1.6	0	-7
CC(C)(C)c1cc(-n2ccnc2)n2ncc(-c3ccc(Cl)cc3)c2n1	1.2	2	-5	1	-13	0	0.0	-4	-1
CC(C(=O)Nc1nccs1)N1C(=O)c2ccccc2S1(=O)=O (stereo unspecified)	-0.2	-4	-2	3	108	-2	0.0	-3	-3
COC(=O)c1ccc(C)c(NC(=O)Cn2cnc3ccccc3c2=O)c1	0.1	-3	0	-3	3	9	0.2	1	0
CCOC1CS(=O)(=O)CC1OCC (stereo unspecified)	-0.1	-2	5	7	-13	-4	0.2	-3	-4
Fc1ccc(CN2CCN(C(c3ccccc3)c3ccccc3)CC2)cc1	0.2	4	-8	-5	8	4	-1.5	-1	16*
CC1CC(C)CN(CC(O)COCc2ccccc2F)C1 (stereo unspecified)	-0.1	3	4	1	0	3	-1.6	-2	39*
N#Cc1ccc(OCC(=O)NCCc2ccc(S(N)(=O)=O)cc2)cc1	0.0	-6	-3	1	-1	5	0.4	-2	-2

Some of the entries so far, bar-delimited:
structure | Efflux pump mplx | proCasp3 act | core dimer inh | CTSL1 counter | JMJD2C inh | proCasp7 act | PP5 inh | TPT1 inhibitor | PP1 counter
Fc1ccc(CN2CCN(C(c3ccccc3)c3ccccc3)CC2)cc1 | 0.2 | 4 | -8 | -5 | 8 | 4 | -1.5 | -1 | 16*
CC1CC(C)CN(CC(O)COCc2ccccc2F)C1 (stereo unspecified) | -0.1 | 3 | 4 | 1 | 0 | 3 | -1.6 | -2 | 39*
N#Cc1ccc(OCC(=O)NCCc2ccc(S(N)(=O)=O)cc2)cc1 | 0.0 | -6 | -3 | 1 | -1 | 5 | 0.4 | -2 | -2

More results follow:
SMILES	Efflux pump mplx	proCasp3 act	core dimer inh	CTSL1 counter	JMJD2C inh	proCasp7 act	PP5 inh	TPT1 inhibitor	PP1 counter
O=C(OCCN=C1NS(=O)(=O)c2ccccc21)c1ccco1	0.0	7	-2	-1	6	6	3.0	-5	-1
CCC(C)NC(=O)C1CCC(=O)N1CCc1ccccc1 (stereo unspecified)	-0.3	8	2	-3	5	4	0.1	-1	-2
Cc1cccc(N2CCN(C(=O)COc3cc4oc(=O)cc(C)c4cc3Cl)CC2)c1C	-0.1	3	16	1	-4	-4	0.4	-5	-4
O=C(Nc1ccc2c(c1)oc1ccccc12)c1cccnc1	0.1	3	-5	2	4	-15	4.5	3	2
CCCCOc1cccc(C(=O)Nc2ccc(S(=O)(=O)Nc3cc(C)on3)cc2)c1	0.0	9	24	-3	6	5	-0.1	-3	-4
CCOC(=O)N1CCN(c2ncc(C(F)(F)F)cc2Cl)CC1	0.1	-1	1	4	1	-3	-0.2	-3	-1
Cc1cccc(CS(=O)(=O)Cc2ccc(C(=O)NC3CCCCCC3)o2)c1	0.0	3	-5	-1	-19	3	1.6	-4	-1
COC(C[C@@H]1O[C@H]1C(=O)[C@@H](C)OCc1ccccc1)OC	nt	10	1	7	-2	-8	1.4	-1	0
O=C(NNC(=O)C1CCN(S(=O)(=O)c2ccc(Cl)cc2)CC1)c1ccc(S(=O)(=O)N2CCCCC2)cc1	0.1	2	4	-2	17	4	0.7	0	-2
FC(F)(F)c1ccccc1Nc1nccs1	-0.2	-1	-10	-6	-3	-11	0.5	-7	-2
CCCn1nc(C(=O)NNC(=O)c2ccc(OC(F)F)cc2)c2ccccc2c1=O	-0.2	8	nt	nt	-4	2	nt	nt	nt
CC(C)c1cc(C(=O)N/N=C/c2cccnc2)n[nH]1	0.3	3	-6	4	-19	1	-1.3	0	-3
O=C(CSc1nnnn1Cc1ccccc1)Nc1ccc2c(c1)OCO2	-0.1	-6	0	0	5	1	0.7	1	-1
CN1CCN(c2nc3c(c(=O)n(C)c(=O)n3C)n2Cc2cccc(Br)c2)CC1	-0.1	1	-3	-1	-2	-1	4.1	2	0
CC(C)N1CC(C(=O)Nc2ccc(Br)c(Cl)c2)CC1=O (stereo unspecified)	-0.1	3	-9	5	69*	10	-0.5	0	-1
Cc1ccc(C(=O)CSc2nc3ccccc3c(=O)n2N)o1	0.0	-7	2	3	14	6	0.8	1	-3
Cc1cccc(C)c1NC(=S)N(CCCN1CCCCC1)Cc1ccco1	0.0	-2	-1	-3	-10	9	-2.2	-1	2
CCC1(C)Cc2c(sc3nnn(CC(=O)Nc4ccccc4)c(=O)c23)CO1 (stereo unspecified)	0.1	-9	-4	2	100	-5	3.1	0	-6
NS(=O)(=O)c1ccc(NC(=O)C2CCCN(S(=O)(=O)c3ccc(F)cc3)C2)cc1 (stereo unspecified)	0.0	2	-2	3	-1	-5	3.6	2	1
CCCCn1c(SCC(=O)NCc2cccs2)nc2c1c(=O)n(C)c(=O)n2C	0.1	0	-9	-4	12	-1	1.6	2	-5
COc1ccc(C(C)=O)cc1COC(=O)CSC(C)C(=O)Nc1cc(C)on1 (stereo unspecified)	0.1	-4	1	-21	-1	3	-1.2	0	-1
O=S(=O)(c1ccc2oc3ccccc3c2c1)N1CCOCC1	0.2	1	-4	-2	-7	6	-0.7	-4	-1
Cc1cc(C)cc(C(=O)N2CCN(Cc3ccc4c(c3)OCO4)CC2)c1	-0.1	7	8	-3	-3	7	0.0	-1	-1
COc1ccc(N(CC(=O)N2c3ccccc3CC2C)S(=O)(=O)c2c(C)noc2C)cc1 (stereo unspecified)	-0.1	5	-2	1	-16&-15	-8	2.1	-1	0
CC(=O)NC(=S)Nc1ccccc1C(=O)Nc1ccccc1	0.2	-4	-11	0	2	-8	2.3	3	-1
CCOC(=O)CSc1nnc(CCCCCN2C(=O)c3cccc4cccc(c34)C2=O)o1	0.0	-2	7	4	6	3	-4.1	-2	-5
O=C(CNC(=S)N(Cc1ccccc1)Cc1cccnc1)NCCc1ccccc1	0.4	-2	-11	-1	-4	7	2.5	-2	2
Cc1ccccc1S(=O)(=O)Nc1nc2ccccc2nc1Cl	0.0	-5	3	0	-14	-4	1.2	-3	0
O=C(O)CCC(=O)N1CCc2cc(S(=O)(=O)N(CCc3ccccc3)Cc3ccccc3)ccc21	0.1	-1	20	-4	-6	9	4.4	-1	20*
COCCCN(C(=O)Cc1coc2cc(C)c(C)cc12)c1c(N)n(Cc2ccccc2)c(=O)[nH]c1=O	0.0	-2	3	4	4	2	2.1	3	-5
CSCCC(NC(=O)c1ccccc1Cl)C(=O)OCC(=O)N1CCCC1=O (stereo unspecified)	0.0	2	-9	3	-2	3	1.7	1	-2
CCCOc1ccc(C2C(=O)N(C3CCCCC3)CC(=O)N2CCCOCC)cc1OC (stereo unspecified)	0.0	-1	-1	7	2	1	-0.4	-3	-1
Cn1c(N)c(S(=O)(=O)N2CCN(C(=O)c3ccco3)CC2)c(=O)n(C)c1=O	-0.1	1	-3	-2	3	5	0.4	-2	-3
COc1cc(C(C)=O)ccc1Oc1ncnc2c1cnn2-c1ccc(C)c(C)c1	-0.5	7	0	0	-3	6	0.5	0	0
Cc1ccc(-c2cc(C(=O)Nc3cc(C)ccc3C)[nH]n2)c(O)c1	0.1	12	13	1	-11	-2	1.4	0	-2
CC(C)(C)NC(=O)NC(=O)CN1CCN(S(=O)(=O)/C=C/c2ccccc2)CC1	0.0	4	5	-1	-8	12	0.3	-1	2
COc1ccc(OCC(=O)Nc2cc(-c3nn(C)c(=O)c4ccccc34)ccc2N2CCOCC2)cc1	-0.1	-4	0	-4	-6	9	0.7	-5	0
CC(=O)N1CCN(C(=O)CCNS(=O)(=O)c2ccc(Br)cc2)CC1	-0.1	-2	nt	nt	-2	-9	1.9	nt	-2
COc1cc(/C=N/NC(=O)c2ccncc2)cc(OC)c1OC	-0.1	5	-3	3	2	-10	1.4	-2	-1
COc1cc(CN2CCN(c3cccc(C)c3C)CC2)cc(Br)c1O	-0.2	-5	-1	4	5	-14	7.2	4	5

Assay outcomes as filed in PubChem BioAssay.

Not a hit list. About 2.9% of those tested had a hit in this group.
